# UBC9 SUMO inh: inhibitors of human SUMOylation (UBC9); AID 2006; 290,000 compounds, 0.36% hits; HTRF SUMOylation assay, SAE1/SAE2 + UBC9, in vitro; inhibition, % at 35 µM; P63279; in the data active means inhibition above about 50%, passing the limit was not always enough; further: strong numbers were not always called active
# Target sequence (P63279 whole entry, looked up): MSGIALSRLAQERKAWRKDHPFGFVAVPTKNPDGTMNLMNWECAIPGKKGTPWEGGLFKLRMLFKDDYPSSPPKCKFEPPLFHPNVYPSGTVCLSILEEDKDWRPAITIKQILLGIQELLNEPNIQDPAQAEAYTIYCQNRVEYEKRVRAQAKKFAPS
# IDE cell inh: inhibits human insulin-degrading enzyme in HEK cells. FAbetaB cleavage, fluorescence polarization. 320,000 compounds, 0.41% hits. inhibition, % at 5.59 µM;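 active means percent inhibition above the average of all tested compounds plus 3 SD, set per screening campaign, cut at about 16% in these data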;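 further: IDE supplied by intact live HEK cells; FP after avidin binding of uncleaved biotin substrate so inhibition keeps polarization high; 0% = DMSO wells and 100% = 60 µM reference IDE inhibitor Ii1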
# DNA FID counter: counter-screen for HCV NS3 helicase inhibitors: DNA intercalator displacement. DNA fluorescent intercalator displacement, fluorescence. inhibition, % at 7.9 µM. 290,000 compounds, 0.17% hits. AID 1845; in the data active means inhibition above about 37%;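 further: 0% = vehicle and 100% = reference compound; higher means more ethidium bromide displaced from hairpin DNA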
# HCV NS3 hel inh: blocks Hepatitis C virus NS3 helicase unwinding. NS3 helicase DNA unwinding, Cy5 molecular beacon fluorescence. inhibition, % at 10.9 µM. 290,000 compounds, 0.56% hits. AID 1800;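 active means inhibition above the mean of all tested compounds plus 3 SD, set per campaign, cut at about 35% in these data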;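 further: 0% = DMSO wells and 100% = thioflavine S control wells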
#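 Control set: DMSO versus 110 µM thioflavine S; Material: NS3 helicase fragment of HCV; Measured by: Cy5 fluorescence at 0 and 60 min, beacon hairpin quenching; Read-out basis: percent inhibition from t60/t0 fluorescence ratio; Times: reaction time 60 min, 25 °C; Repeats: single replicate; Compound dosing: single dose, 10.9 µM nominal final, DMSO 0.8% final.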
# VIM-2 inh: blocks Pseudomonas aeruginosa VIM-2 metallo-beta-lactamase; purified VIM-2, nitrocefin hydrolysis, epi-absorbance fluorescence; inhibition, % at 5.6 µM; 290,000 compounds, 0.89% hits; AID 1527;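 active means inhibition above the mean of all tested compounds plus 3 SD, cutoff set per screening run, cut at about 7.5% in these data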;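 further: red hydrolysis product quenches plate fluorescence so inhibitors raise well fluorescence; 0% = enzyme with DMSO and 100% = DMSO without enzyme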
# pCIP destab: p/CIP protein destabilization; F442A p/CIP-EGFP cells, EGFP fluorescence, 16 h; decrease of EGFP signal, % at 10 µM; 290,000 compounds, 0.01% hits;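 active means EGFP signal decrease of at least 30% at 10 µM or well 3 SD below plate mean, unless failing retest; inactive means the rest, including hits failing retest or dose response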; further: some compounds called inactive have numbers as strong as hits; many of its hits are not listed in these tables
# IDE cell activ: activators of human insulin-degrading enzyme in cells. activation, % at 5.96 µM. HEK cells, FAbeta-B cleavage, fluorescence polarization; 0% vehicle, 100% cell-free pure enzyme wells. 340,000 compounds, 0.073% hits. AID 493087. P14735;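 active means activation above the mean of all tested compounds plus 3 SD, set per screening campaign, cut at about 17% in these data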
# IMP-1 inh: inhibitors of Pseudomonas aeruginosa IMP-1 metallo-beta-lactamase; purified IMP-1, nitrocefin hydrolysis, epi-absorbance fluorescence; inhibition, % at 5.6 µM; 290,000 compounds, 0.45% hits;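 active means inhibition above the mean plus 3 SD of all compounds in the same screening run, cut at about 4.5% in these data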;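 further: 0% = IMP-1 with DMSO and 100% = DMSO wells lacking enzyme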
#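 System – purified recombinant IMP-1 beta-lactamase · Input – IMP-1 dispensed at 0.2 nM · Timing – 15 min preincubation plus 25 min reaction at 25 °C · Signal – Epi-absorbance fluorescence, 480 nm excitation, 530 nm emission · Measure – percent IMP-1 inhibition derived from blank-referenced optical density · Controls – Enzyme-plus-DMSO low control, enzyme-free DMSO high control · Replication – singlicate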
# M18AAP inhibitor: blocks P. falciparum M18 aspartyl aminopeptidase; AID 1822; 290,000 compounds, 1.2% hits; recombinant PfM18AAP, H-Glu-NHMec fluorogenic cleavage; inhibition, % at 7.35 µM;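 active means inhibition above the campaign mean inhibition over all tested compounds plus 3 SD, cut at about 28% in these data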;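 further: 0% = plate median of test compound wells and 100% = 2 mM ZnCl2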
# The depositor's hits bear a star; / = no result given.
SMILES,UBC9 SUMO inh,IDE cell inh,DNA FID counter,HCV NS3 hel inh,VIM-2 inh,pCIP destab,IDE cell activ,IMP-1 inh,M18AAP inhibitor
O=C(CCCOc1ccc(Cl)cc1Cl)N/N=C/c1cccc([N+](=O)[O-])c1,-13.0,-6.8,-0.7,11.4,-3.0,-16.0,-7.8,-1.4,0.6
Cc1cccc(NC(=O)c2ccccc2Br)n1,0.0,2.5,/,/,/,-3.4,2.5,/,/
Cc1ccc2c(C(=O)CN3CCOCC3)c(C)[nH]c2c1,10.7,-2.7,2.3,7.7,-5.3,-7.0,0.1,-4.3,-0.7
O=S(=O)(Cc1ccccc1Cl)Nc1ccccn1,17.1,-0.6,-0.7,6.9,-1.1,1.6,4.1,-5.8,-0.1
OCCN(Cc1ccccc1)CC1CC2C=CC1C2 (stereo unspecified),2.8,-1.1,3.5,-0.7,-1.0,-7.0,2.5,-2.7,-0.5
CCOC(=O)c1c(NC(=O)C(C)N2CCN(S(=O)(=O)c3cccs3)CC2)sc2c1CCC(C)C2 (stereo unspecified),-3.7,-5.5,2.9,-1.8,-3.6,-1.8,3.5,-3.9,-2.2
CN1CCC(NC(=S)Nc2cccc([N+](=O)[O-])c2)CC1,-1.4,6.5,10.9,3.7,-2.5,-8.6,-2.3,-3.7,2.1
COc1ccc(NC(=O)C2CCCN(S(=O)(=O)c3c(C)n[nH]c3C)C2)cc1 (stereo unspecified),-0.2,3.7,-4.4,2.9,-0.3,5.5,4.5,-1.4,-2.7
O=C(Nc1cccnc1)c1cc(Cl)ccc1Cl,1.0,-0.8,-2.6,-5.8,-2.4,-2.2,4.6,-3.1,-0.2
O=C(O)c1ccc2nc3c(nc2c1)-c1ccccc1C3=O,14.6,0.8,-11.0,-20.6,0.0,-2.6,-4.8,-0.3,3.9
Nc1c(C(=O)c2ccccc2O)cnn1-c1ccc(S(=O)(=O)N2CCOCC2)cc1[N+](=O)[O-],10.2,-8.0,-2.8,8.4,-2.8,-5.9,/,-2.1,6.7
O=C(NC1CCCCC1)c1ccc(-c2ccccc2[N+](=O)[O-])o1,-34.3,1.0,-23.1,3.2,-2.8,1.2,-1.0,-1.8,4.8
O=C(Nc1ccc(N2CCN(c3ncccc3C(F)(F)F)CC2)nc1)c1cccs1,-20.9,1.9,-23.6,5.5,-1.9,-26.4,3.4,-1.9,2.0
CC(=O)Nc1cccc(C(=O)N/N=C/c2ccc(F)cc2)c1,7.8,4.1,-6.9,11.2,-3.5,-3.4,1.2,-1.5,-5.5
O=C(/C=C/c1ccccc1)Nn1cnc2ccccc2c1=O,-13.4,-1.6,1.1,3.3,-2.4,-5.7,4.8,-3.3,1.2
O=C(Cc1ccccc1)NCCS(=O)c1ccc(Cl)cc1 (stereo unspecified),-8.1,-1.4,-4.4,0.0,-3.4,0.9,-6.3,-0.3,4.0
Cc1nc(C(=O)NCc2ccccc2)sc1C1(C)CC(c2cccc([N+](=O)[O-])c2)=NO1 (stereo unspecified),5.2,-2.0,/,/,/,-4.8,2.8,/,/
CCC(C)(C)C1CCC(=NNc2nc3ccccc3[nH]2)CC1 (stereo unspecified),-17.0,2.9,1.6,-5.0,-4.2,-4.3,0.5,-3.4,22.4
Cc1ccc2nc3c(cc2c1)CN(Cc1ccco1)C(=NCC1CCCO1)S3 (stereo unspecified),-6.6,3.1,-2.8,6.5,-3.6,-3.7,-1.8,-3.6,-8.4
Cn1c(CNS(=O)(=O)c2cccc(Cl)c2)cc(=O)n(C)c1=O,5.3,-5.8,-4.2,9.6,-1.2,-8.5,-1.0,-1.6,-5.9
COc1ccc(CNCCNC(=O)c2nonc2N)cc1OC,12.5,0.1,3.5,2.6,-3.0,-1.1,0.6,-5.5,7.0
CC(=O)c1ccc(NC(=O)CN2CCCCCC2)cc1,12.5,-23.5,2.2,-7.0,1.5,-14.2,0.2,-2.5,-10.2
C=CCNC(=O)/C(C#N)=C/c1c(N2CCCCCC2)nc2ccccn2c1=O,4.0,2.3,-23.5,11.2,3.8,4.3,0.7,-1.1,-1.7
Nc1ccc(C2(c3ccc(N)cc3)OC(=O)c3ccccc32)cc1,3.9,5.0,-2.6,6.8,-2.3,2.4,3.2,-2.4,-0.3
Cc1cc(C)cc(C(=O)NCC(=O)OCC(=O)N2CCN(S(=O)(=O)c3ccc4ccccc4c3)CC2)c1,-21.1,4.3,-2.0,-8.2,-2.0,8.3,2.0,-2.3,0.9
CCN(CC)S(=O)(=O)c1ccc2c(c1)nc(SC(C)C(N)=O)n2-c1ccc(OC)cc1 (stereo unspecified),4.8,4.1,-24.9,-19.0,-1.3,-5.1,0.6,-3.2,0.8
O=[N+]([O-])c1cccc2ccc(N3CCOCC3)nc12,1.7,-8.0,-3.3,-20.5,-2.4,-9.8,2.1,-1.9,-4.9
N#Cc1c(N2CCOCC2)nc(N)c2c(N)nc3c(c12)CC(CCl)O3 (stereo unspecified),43.0,2.0,-4.2,-4.0,-1.1,3.3,-6.9,-1.5,-0.7
O=C(CSc1nc2ccccc2n1CCc1ccccc1)c1ccc(O)c(O)c1,64.6*,/,-11.9,16.2,-2.2,6.4,5.3,-2.1,44.0*
CCCCCn1c(SCC(=O)OCC)nc2cc(C(=O)N3CCC(C(N)=O)CC3)ccc2c1=O,11.4,3.7,-39.2,-5.3,1.3,-5.2,-4.0,1.3,-6.1
Cc1cccc(C)c1NC(=O)CC(C)c1ccccc1 (stereo unspecified),26.8,0.7,-0.7,-1.8,-1.8,-13.0,0.1,-2.4,-16.6
O=c1c2ccccc2c(-c2n[nH]c(=S)o2)nn1Cc1ccccc1,2.7,-3.7,0.5,-12.4,0.9,-13.6,-3.5,-1.9,-23.4
Nc1cc(Oc2ccc(Cl)cc2Cl)nc(N)n1,-5.6,2.4,-1.5,-1.2,-1.7,2.4,2.2,-3.7,0.5
O=C(CCc1ccccc1)Nc1ccc(NC(=O)c2ccco2)nc1,1.3,6.8,-13.5,1.3,-2.5,0.5,2.5,-3.8,4.4
Cc1ccc(S(=O)(=O)NC(=O)c2cc(C)n(-c3cc(S(=O)(=O)N4CCOCC4)ccc3N3CCCC3)c2C)cc1,6.8,0.0,-41.1,14.2,-0.1,-6.1,3.6,-2.5,-6.0
O=C(NCCC1=CCCCC1)NC1CCCCC1,10.5,2.1,-3.3,2.5,0.6,6.5,7.5,-0.6,-0.2
CC(C)N1CCc2c(sc(NC(=S)NC(=O)c3ccccc3)c2C#N)C1,18.6,19.2*,-1.3,-53.2,0.7,-14.6,-12.9,0.6,5.2
CCOc1ccc2oc(=O)cc(CN3CCN(Cc4ccccc4)CC3)c2c1,4.2,4.6,10.5,0.3,-1.0,-1.2,3.2,-4.5,10.3
CCCOc1ccc(S(=O)(=O)N2CCN(C)CC2)c2ccccc12,-6.0,-1.7,3.9,-43.0,0.1,2.5,-1.1,0.9,0.5
CCNC(=S)NC1CC2CCCC(C1)N2CCc1ccccc1 (stereo unspecified),5.0,6.8,1.1,8.9,-1.4,-8.3,2.6,-4.4,-5.5
Nc1ncc(N=Nc2cc(C(=O)O)ccc2Cl)s1,32.0,-0.1,-9.3,-7.7,-0.5,-4.5,2.8,-1.4,28.8*
COc1ccccc1OCc1ccc(C(=O)NC2CCCCC2)o1,11.4,-2.4,-36.0,-3.5,-2.1,-16.5,-3.4,-1.4,0.4
COc1cccc(NC(=O)C2CCN(S(C)(=O)=O)CC2)c1,-8.7,-0.3,-4.0,-1.1,-4.0,10.5,-4.2,-6.3,8.1
COc1ccc(/C=C2\SC(=O)N(CCNC(=O)Cc3coc4cc(C)ccc34)C2=O)cc1OC,2.3,1.3,-25.7,-9.9,-3.4,-8.2,2.7,-3.0,10.0
Cc1ccc(NC(=S)NC(C)(C)C)c([N+](=O)[O-])c1,-14.1,6.6,-4.7,5.2,-1.4,-7.9,3.6,-1.1,8.7
Cn1c(COc2ccccc2)nnc1SCC(=O)Nc1ccc2c(c1)OCO2,7.8,-6.5,-13.8,-7.4,-5.2,0.8,0.6,-2.6,-1.7
CN(C)CCCNc1nc(-c2ccccc2)c2c(c1C#N)CC(C)(C)OC2,17.0,1.1,7.2,-11.4,-1.3,-298.9,8.8,-2.0,2.1
CCn1c(CSc2nc3ccccc3s2)nnc1SCC(=O)OC(C)(C)C,1.2,9.7,-35.3,-1.7,-4.4,-1.5,-5.3,-3.7,-10.6
Cc1[nH]c(=O)[nH]c1C(=O)CCCCC(=O)O,-7.1,-17.4,0.0,-9.7,-0.1,0.5,38.6*,-1.4,2.7
CCCc1nnc2n1N=C(c1ccc(C)cc1)CS2,10.1,4.7,-23.9,5.8,-3.6,-5.7,1.8,-4.7,3.5
O=C(O)CCN1C(=O)c2ccc(NC(=O)CSc3ccc(Cl)cc3)cc2C1=O,4.3,-1.8,-27.0,11.8,0.3,-8.2,3.2,-0.6,-18.7
Cc1ccc(S(=O)(=O)c2ccccc2)cc1S,21.6,26.4*,-5.1,-0.7,-1.4,-2.6,/,-1.4,25.1
CC1=CC(c2ccc(Cl)cc2)n2nc(NC(=O)CCC(=O)O)nc2N1 (stereo unspecified),4.1,-0.7,-21.0,-2.9,-1.7,4.4,-1.9,-2.3,2.3
S=C(Nc1ccccc1)N1N=C(c2cccs2)CC1c1cccs1 (stereo unspecified),3.3,-1.8,-0.1,-3.4,-2.9,0.8,-7.5,-1.9,-0.4
Cc1ccc(O)c(-c2[nH]ncc2C(=O)c2ccc(Cl)cc2)c1,10.8,-3.9,-22.0,-16.1,-3.4,-10.2,4.8,-2.6,-7.2

# Quoted from the results shown, 6 compounds:
SMILES,UBC9 SUMO inh,IDE cell inh,DNA FID counter,HCV NS3 hel inh,VIM-2 inh,pCIP destab,IDE cell activ,IMP-1 inh,M18AAP inhibitor
COc1ccc(/C=C2\SC(=O)N(CCNC(=O)Cc3coc4cc(C)ccc34)C2=O)cc1OC,2.3,1.3,-25.7,-9.9,-3.4,-8.2,2.7,-3.0,10.0
Cc1ccc(NC(=S)NC(C)(C)C)c([N+](=O)[O-])c1,-14.1,6.6,-4.7,5.2,-1.4,-7.9,3.6,-1.1,8.7
Cn1c(COc2ccccc2)nnc1SCC(=O)Nc1ccc2c(c1)OCO2,7.8,-6.5,-13.8,-7.4,-5.2,0.8,0.6,-2.6,-1.7
CN(C)CCCNc1nc(-c2ccccc2)c2c(c1C#N)CC(C)(C)OC2,17.0,1.1,7.2,-11.4,-1.3,-298.9,8.8,-2.0,2.1
CCn1c(CSc2nc3ccccc3s2)nnc1SCC(=O)OC(C)(C)C,1.2,9.7,-35.3,-1.7,-4.4,-1.5,-5.3,-3.7,-10.6
Cc1[nH]c(=O)[nH]c1C(=O)CCCCC(=O)O,-7.1,-17.4,0.0,-9.7,-0.1,0.5,38.6*,-1.4,2.7

# Screening data: PubChem BioAssay, several laboratories

# Rows are unselected. About 3.6% of those tested had a hit in this group.
